# From PubChem BioAssay
# PI4K2A block: qHTS for small molecular inhibitors of PI4K2A. activity change, negative = inhibition, % at 76.9 µM. purified PI4K2A, ADP-Glo luminescence, 1 h; stronger effect = lower value. AID 1346378, 2018. hit rate 0.13% among 420,000; in the data active = activity change below about -50%; inconclusive = mostly about -30% to -49%;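 also: -100% = wells without enzyme as full effect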
#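 Compounds are screened against recombinant PI4K2A using PI as substrate and ATP, the latter dispensed at 300 microM. Reactions run one hour at ambient temperature before ADP-Glo detection; full inhibition defined by wells lacking enzyme.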
# USP1 inh: Inhibitors of USP1/UAF1: Primary Screen; hit rate 0.23% among 390,000; Potency, µM (top dose mostly 57.1 µM), for inactives: top-dose activity change, negative = inhibition, hits mostly inhibitors; Ubiquitin carboxyl-terminal hydrolase 1 (Homo sapiens), O94782; recombinant USP1/UAF1, Ub-Rhodamine cleavage fluorescence; also: potency is read from the fitted curve at half-maximal effect; % is scaled to controls: 0 for no effect and ±100 for the full control effect; nearly all actives have a fitted effect of over 60% in size; inactives centre near -12
#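 1 nM enzyme complex + cpd, 15 min RT; start with Ub-Rho 150nM final; kinetic fluorescence ex 480/em 540, 6 reads q60 s. Buffer 50mM HEPES pH 7.8, 0.5mM EDTA, 0.1 mg/ml BSA, 1mM TCEP, 0.01% Tween-20.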
# HP1b chromo inh: HTS for Inhibitors of HP1-beta Chromodomain Interactions with Methylated Histone Tails. Chromobox protein homolog 1 (Homo sapiens), P83916. AlphaScreen HP1-beta / biotin-H3K9me3 peptide binding. Potency, µM (series often up to 114 µM), without a hit: at the top dose activity change, negative = inhibition, actives largely listed as inhibitors. hit rate 0.56% among 390,000. AID 540317, 2011; also: potency is read from the fitted curve at half-maximal effect; nearly all actives have a fitted effect of over 70% in size; inactives centre near 23
# Target sequence (P83916 whole entry, looked up): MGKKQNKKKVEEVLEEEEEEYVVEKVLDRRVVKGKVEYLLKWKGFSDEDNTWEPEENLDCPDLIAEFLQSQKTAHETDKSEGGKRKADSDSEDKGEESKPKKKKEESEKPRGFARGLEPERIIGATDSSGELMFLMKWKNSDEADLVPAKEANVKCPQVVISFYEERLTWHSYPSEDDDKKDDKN
#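 AlphaScreen: HP1-beta (50 nM) preformed 30 min with biotin-H3(1-18)K9me3 peptide (50 nM) in PBS pH 7.4, 0.01% Tween-20. Compound added for 30 min at RT, then streptavidin donor/nickel chelate acceptor beads (10 ug/mL) for 30 min.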
# IDH1 R132H inh: qHTS for Inhibitors of mutant isocitrate dehydrogenase 1 (IDH1): qHTS | IDH1-R132H enzyme, NADPH consumption, diaphorase/resazurin fluorescence | Potency, µM (titrated, usually from 76.6 µM), for inactives: top-dose activity change, negative = inhibition, most hits filed as inhibitors | Isocitrate dehydrogenase [NADP] cytoplasmic (Homo sapiens), O75874 | AID 602179, 2012 | hit rate 0.093% among 390,000; also: potency is read from the fitted curve at half-maximal effect; % is scaled to controls: 0 for no effect and ±100 for the full control effect; nearly all actives have a fitted effect of over 65% in size
# Target sequence (O75874 whole entry R132H, stated change not applied): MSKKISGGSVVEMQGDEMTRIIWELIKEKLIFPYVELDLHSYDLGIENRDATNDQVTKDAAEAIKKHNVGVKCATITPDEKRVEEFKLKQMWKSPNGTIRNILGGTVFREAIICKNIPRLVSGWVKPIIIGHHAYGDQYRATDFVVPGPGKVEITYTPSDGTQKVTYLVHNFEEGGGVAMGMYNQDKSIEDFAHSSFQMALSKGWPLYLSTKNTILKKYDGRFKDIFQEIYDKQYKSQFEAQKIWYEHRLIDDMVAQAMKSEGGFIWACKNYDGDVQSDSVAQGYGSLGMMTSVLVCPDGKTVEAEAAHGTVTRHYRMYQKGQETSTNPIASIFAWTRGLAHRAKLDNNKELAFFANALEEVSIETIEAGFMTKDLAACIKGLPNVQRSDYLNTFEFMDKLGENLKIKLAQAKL
#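 IDH1-R132H (0.5 ug/mL dispensed) in pH 7.5 Tris buffer was preincubated 30 min with compound, then given a substrate mix of 0.016 mM NADPH and 2 mM alpha-KG for 80 min at room temperature; remaining NADPH was read by diaphorase/resazurin fluorescence.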
# TrxR1 substrate: qHTS Assay for Substrates of Mammalian Selenoprotein Thioredoxin Reductase 1 (TrxR1): qHTS; Potency, µM (top dose mostly 114 µM), inactives show at the highest dose activity change, negative = substrate turnover; Thioredoxin reductase 1, cytoplasmic (Rattus norvegicus), O89049; purified TrxR1 substrate turnover, NADPH consumption readout; AID 588456, 2011; hit rate 0.01% among 390,000; also: potency is read from the fitted curve at half-maximal effect; % is scaled to controls: 0 for no effect and ±100 for the full control effect; nearly all actives have a fitted effect of over 50% in size
#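 Rat TrxR1, dispensed at 90 nM, was prereduced with 400 uM NADPH (final) for 5 min at ~22 deg C, then incubated with compound 15 min before 400 uM selenite. A first-read NADPH fluorescence drop versus no-compound background flagged substrates.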
# GLS inh: qHTS for Inhibitors of Glutaminase (GLS); hit rate 0.21% among 410,000; Glutaminase kidney isoform, mitochondrial (Homo sapiens), O94925; GLS enzymatic activity, qHTS titration; Potency, µM (top dose mostly 45.5 µM), for the others: at the top dose activity change, negative = inhibition, hits mostly inhibitors; AID 624170, 2012; also: potency is read from the fitted curve at half-maximal effect; % is scaled to controls: 0 for no effect and ±100 for the full control effect
#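 Coupled fluorescence readout: glutamate oxidase/HRP/Amplex Red detect glutamate formed by hKGA from L-glutamine (1 mM solution added). Buffer 45 mM KH2PO4 pH 8.2, 0.02% Tween-20; reads at t0 and 30 min RT.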
# rTrxR1 inhibitor: qHTS Assay for Inhibitors of Mammalian Selenoprotein Thioredoxin Reductase 1 (TrxR1): qHTS | Thioredoxin reductase 1, cytoplasmic (Rattus norvegicus), O89049 | recombinant rTrxR1, NADPH fluorescence consumption, selenite substrate | Potency, µM (series often up to 114 µM), without a hit: at the highest dose activity change, negative = inhibition, most hits filed as inhibitors | hit rate 1% among 390,000; also: potency is read from the fitted curve at half-maximal effect; % is scaled to controls: 0 for no effect and ±100 for the full control effect; nearly all actives have a fitted effect of over 65% in size
#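 Rat TrxR1 (90 nM in the dispensed reagent) was pre-reduced with 400 uM NADPH for 5 min at room temperature, then incubated with compound for 15 min. After 400 uM selenite was added, NADPH fluorescence (Ex 340/Em 450 nm) was followed for 8 min.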
# PGK inhibitor: qHTS Assay to Find Inhibitors of Phosphoglycerate Kinase. PGK/GAPDH coupled, Kinase-Glo luminescence, 60 min. Potency, µM (doses to about 57.5 µM), inactives show at the highest dose activity change, negative = inhibition, most hits filed as inhibitors. hit rate 0.043% among 380,000; also: potency is read from the fitted curve at half-maximal effect; % is scaled to controls: 0 for no effect and ±100 for the full control effect; nearly all actives have a fitted effect of over 60% in size
#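 Luminescent ATP detection (Kinase-Glo Plus) follows a 60-minute room-temperature incubation, with wells lacking PGK as controls. Buffer: 100 mM TEA (pH 7.6), 5 mM MgCl2, 0.01% Tween-20. Coupling enzyme GAPDH (100 nM final) supplies unstable 1,3-BPG in-well.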
# Pin1 inhibitor: qHTS Assay to Find Inhibitors of Pin1. AID 504891, 2011. hit rate 0.009% among 390,000. Pin1 FP peptide displacement, HiFluor488, 10 min. Potency, µM (titrated, usually from 115 µM), inactives show at the highest dose activity, negative = inhibition, most hits filed as inhibitors. Peptidyl-prolyl cis-trans isomerase NIMA-interacting 1 (Homo sapiens), Q13526; active = well fitted inhibition curve with a large enough effect in the polarisation, with a control signal flat, not every such curve was filed as active; inconclusive = small, poorly fitted or top-dose-only effect, or effect the other way, or a change in a side signal; inactive = no such curve, though single readings can be large or run the other way; the % refers to the polarisation; also: potency is read from the fitted curve at half-maximal effect; % is scaled to controls: 0 for no effect and ±100 for the full control effect
# Target sequence (Q13526 whole entry, looked up): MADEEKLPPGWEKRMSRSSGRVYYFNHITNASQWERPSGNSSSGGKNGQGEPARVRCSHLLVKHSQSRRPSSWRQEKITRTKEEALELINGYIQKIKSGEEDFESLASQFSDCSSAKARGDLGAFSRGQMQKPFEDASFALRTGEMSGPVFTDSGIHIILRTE
# * marks the source's active call; other numbers are inactive results; i = inactive; ? = inconclusive; & = joins results of further samples; [ ] = dose if it differs, or a comment. Unless noted, calls follow the shape of the dose curve; as a rule, active = well fitted curve in the direction sought with a large enough effect; inconclusive = small, poorly fitted or top-dose-only effect, or another doubt; inactive = no such curve, though single readings can be large; an effect the other way counts as inactive or inconclusive. Not all compounds are listed (hit frequency here may not be typical).
# Abbreviations: A = PI4K2A block; B = USP1 inh; C = HP1b chromo inh; D = IDH1 R132H inh; E = TrxR1 substrate; F = GLS inh; G = rTrxR1 inhibitor; H = PGK inhibitor; I = Pin1 inhibitor
COc1ccc(NC(=O)NC[C@@H]2CC[C@@H](Cc3ccc(-c4ccccc4)cc3)O2)cc1
  A: -2; B: -28%; C: 17%; D: -3%; E: 0%; F: 4%; G: -17%; H: 10%; I: ?
Cc1cc(NC(=O)CSc2nnc(-c3ccccc3)n2Cc2ccco2)no1
  A: 3; B: -22%; C: 40%[activator]; D: 5%; E: -3%; F: 0%; G: -17%; H: -9%; I: 2%
CN1CCCN(C(=O)c2cccc(Cl)c2)CC1
  A: 11; B: -15%; C: 28%; D: -5%; E: 5%; F: -7%; G: 5%; H: -4%; I: 6%
O=S1(=O)N=C(N(Cc2cccs2)c2ccc(O)cc2)c2ccccc21
  A: 1; B: -1%; C: 5%; D: -4%; E: -5%; F: 5%; G: 26%; H: i; I: 0%
CCOc1cc(C(=O)Nc2cc(C(=O)OC)ccc2C)ccc1OCC(=O)N1CCOCC1
  A: 12; B: -14%; C: 39%[activator]; D: 2%; E: -2%; F: 1%; G: 3%; H: -6%; I: 9%
C=CCOc1ccc(C2NC(=S)NC(C)=C2C(=O)c2ccccc2)cc1OC (configuration not stated)
  A: 6; B: -8%; C: 9%; D: 1%; E: 3%[57.1 µM]; F: 9%; G: 2%[57.1 µM]; H: -11%; I: 11%
Cc1nn2c(=O)cc(CSc3ccccc3NC(=O)c3ccccc3)nc2s1
  A: -1; B: -22%; C: 24%; D: 6%; E: 3%; F: -1%; G: 33%; H: -6%; I: -1%
COCCCn1c(=O)c2sccc2n2c(CCCC(=O)NCc3cccc(OC)c3)nnc12
  A: -1&-7; B: -7%&5%; C: 42%&29%[activator]; D: -1%&6%; E: 1%&10%; F: -5%&8%; G: 18%&22%; H: 0%&-2%; I: -1%&-4%
O=C(O)C1CCCN(S(=O)(=O)c2ccc(Br)s2)C1 (configuration not stated)
  A: 2; B: -11%; C: 14%; D: 7%; E: 7%[57.1 µM]; F: 3%; G: 7%[57.1 µM]; H: -7%; I: 4%
COc1ccc(CCNS(=O)(=O)c2cn(C)c(=O)n(C)c2=O)cc1OC
  A: 0; B: -16%; C: 24%; D: 0%; E: 4%; F: 0%; G: -13%[57.1 µM]; H: -6%; I: 4%
COc1cccc(-c2nc3sc4c(c3c(=O)[nH]2)CCCCC4)c1
  A: 5; B: -11%; C: 29%; D: 6%; E: 66%[activator]; F: 1%; G: 27%; H: 6%; I: -2%
COc1ccc(CNC(=O)[C@H](NC(=O)C2CCN(C(=O)[C@@H](N)CCSC)CC2)C(C)C)cc1
  A: -3; B: -14%; C: 24%; D: 15%; E: 7%; F: 5%; G: 7%; H: -7%; I: -16%
C=CCn1c(-c2cccnc2Cl)nc2cc(Cl)c(Cl)cc21
  A: -1; B: -3%; C: 39%[activator]; D: 2%; E: 27%; F: 2%; G: 2%; H: i; I: 6%
CCOC(=O)c1sc(=NC(=O)COc2ccc(Cl)cc2)n(C)c1C
  A: -1; B: -14%; C: 22%; D: 6%; E: -3%[57.1 µM]; F: -17%; G: 34%[activator][57.1 µM]; H: -11%; I: -2%
COc1ccc(-c2nc(CN3CCC(C(=O)NCC4CCCO4)CC3)c(C)o2)cc1OC (configuration not stated)
  A: -6; B: -23%; C: 2%; D: -3%; E: 15%; F: -3%; G: -8%; H: 2%; I: 10%

# Fetched one by one from above, five records:
# Abbreviations: A = PI4K2A block; B = USP1 inh; C = HP1b chromo inh; D = IDH1 R132H inh; E = TrxR1 substrate; F = GLS inh; G = rTrxR1 inhibitor; H = PGK inhibitor; I = Pin1 inhibitor
COCCCn1c(=O)c2sccc2n2c(CCCC(=O)NCc3cccc(OC)c3)nnc12
  A: -1&-7; B: -7%&5%; C: 42%&29%[activator]; D: -1%&6%; E: 1%&10%; F: -5%&8%; G: 18%&22%; H: 0%&-2%; I: -1%&-4%
COc1ccc(CCNS(=O)(=O)c2cn(C)c(=O)n(C)c2=O)cc1OC
  A: 0; B: -16%; C: 24%; D: 0%; E: 4%; F: 0%; G: -13%[57.1 µM]; H: -6%; I: 4%
CN1CCCN(C(=O)c2cccc(Cl)c2)CC1
  A: 11; B: -15%; C: 28%; D: -5%; E: 5%; F: -7%; G: 5%; H: -4%; I: 6%
O=C(O)C1CCCN(S(=O)(=O)c2ccc(Br)s2)C1 (configuration not stated)
  A: 2; B: -11%; C: 14%; D: 7%; E: 7%[57.1 µM]; F: 3%; G: 7%[57.1 µM]; H: -7%; I: 4%
O=S1(=O)N=C(N(Cc2cccs2)c2ccc(O)cc2)c2ccccc21
  A: 1; B: -1%; C: 5%; D: -4%; E: -5%; F: 5%; G: 26%; H: i; I: 0%

# (more compounds)
# Abbreviations: A = PI4K2A block; B = USP1 inh; C = HP1b chromo inh; D = IDH1 R132H inh; E = TrxR1 substrate; F = GLS inh; G = rTrxR1 inhibitor; H = PGK inhibitor; I = Pin1 inhibitor
COc1ccc(N(CC(=O)Nc2cccc(C(F)(F)F)c2)S(=O)(=O)c2c(C)[nH]c(=O)[nH]c2=O)cc1
  A: -5; B: -16%; C: 22%; D: 3%; E: 1%; F: 7%; G: 25%; H: -9%; I: 10%
Cc1nnc(N2C(=O)C(O)=C(C(=O)c3ccco3)C2c2cccc([N+](=O)[O-])c2)s1 (configuration not stated)
  A: 0; B: -15%; C: 29%; D: 20%; E: -11%; F: 0%; G: -29%; H: -2%; I: 1%
CC(C)c1cc(N2CCC(=O)NC2=O)cc(C(=O)O)c1O
  A: 2; B: -3%; C: 9%; D: 2%; E: 8%; F: 17%; G: -16%; H: -2%; I: -10%
COc1ccc([N+](=O)[O-])cc1NC(=O)COC(C)=O
  A: 5; B: -21%; C: 31%[activator]; D: -6%; E: 1%; F: -6%; G: 15%; H: -8%; I: 0%
Cc1ccc(-c2csc(/C=C3/SC(C)C(=O)N3CC(=O)Nc3ccccc3F)n2)cc1 (configuration not stated)
  A: 2; B: -6%; C: 9%; D: -6%; E: -2%; F: 6%; G: 3%; H: -2%; I: 7%
